ABCB6 inh 2: human ABCB6 transporter inhibition; Q9NP58; K562-ABCB6 porphyrin accumulation, flow cytometry, 1 h; active compounds read low; fluorescence ratio to DMSO, % at 10 µM; 360,000 compounds, 0.19% hits;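 active means fluorescence ratio to DMSO below 75%, the collection mean minus 3 SD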;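 further: signal is porphyrin accumulated inside mitochondria; 100% equals median channel fluorescence of DMSO control wells; lower ratio means ABCB6 inhibition with less porphyrin fluorescence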
hiPSC survival: enhancers of human iPSC single-cell survival | 360,000 compounds, 0.044% hits | survival enhancement, % at 20 µM | hiPSC single-cell survival, ATPlite luminescence; 100% = ROCK inhibitor wells, 0% = DMSO | AID 602274; in the data active means survival enhancement above about 18%;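 further: cells exposed to compounds for 16 hours before the ATP read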
N-glyco inh: blocks N-linked glycosylation in D54 reporter cells | D54 ERlucT glycosylation luciferase reporter, 24 h; percent of 100 nM tunicamycin response | reporter increase, % at 12.5 µM | 360,000 compounds, 0.23% hits;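 active means mean luciferase reporter signal, scaled so untreated is 0 and the glycosylation-blocking control 100, at or above a set limit in every replicate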;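 further: luciferase carries N-glycosylation sites so blocking glycosylation raises the light; 0% = median of neutral control wells and 100% = median of 100 nM tunicamycin wells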
aDG glyco act: alpha-DG glycosylation activation; Pro5-aDG cells, alpha-DG glycosylation AlphaScreen (IIH6); 0% Pro5, 100% B10-LARGE cell signal; 360,000 compounds, 0.22% hits; activation, % at 10 µM;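 active means activation of at least 8% versus controls, or a plate z-score of at least 8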;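 further: Pro5 are CHO cells carrying HIG-tagged alpha-DG that lacks glycosylation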
ABHD5-PLIN5 inh: inhibitors of human ABHD5-perilipin-5 interaction | Q00G26+Q8WTS1 | Split G. princeps luciferase complementation, luminescence, 4 h | inhibition, % at 4 µM | 360,000 compounds, 0.78% hits | AID 602281;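 active means inhibition above the mean inhibition across every tested compound plus 3 SD, cut at about 22% in these data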;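 further: 0% = DMSO only wells and the 100% control is not disclosed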
Target sequence (Q00G26 whole entry, looked up): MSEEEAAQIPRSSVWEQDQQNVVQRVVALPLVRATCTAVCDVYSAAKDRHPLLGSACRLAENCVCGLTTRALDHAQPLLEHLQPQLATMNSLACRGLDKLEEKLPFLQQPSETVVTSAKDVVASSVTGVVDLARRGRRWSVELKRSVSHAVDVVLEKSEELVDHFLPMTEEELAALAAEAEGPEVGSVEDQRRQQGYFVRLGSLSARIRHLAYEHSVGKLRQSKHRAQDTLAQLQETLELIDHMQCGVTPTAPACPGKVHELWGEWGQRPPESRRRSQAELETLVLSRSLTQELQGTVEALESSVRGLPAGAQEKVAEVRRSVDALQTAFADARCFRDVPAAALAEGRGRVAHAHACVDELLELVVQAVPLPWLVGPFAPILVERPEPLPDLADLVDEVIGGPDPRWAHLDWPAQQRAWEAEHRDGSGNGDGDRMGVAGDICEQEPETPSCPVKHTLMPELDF
Target sequence (Q8WTS1 whole entry, looked up): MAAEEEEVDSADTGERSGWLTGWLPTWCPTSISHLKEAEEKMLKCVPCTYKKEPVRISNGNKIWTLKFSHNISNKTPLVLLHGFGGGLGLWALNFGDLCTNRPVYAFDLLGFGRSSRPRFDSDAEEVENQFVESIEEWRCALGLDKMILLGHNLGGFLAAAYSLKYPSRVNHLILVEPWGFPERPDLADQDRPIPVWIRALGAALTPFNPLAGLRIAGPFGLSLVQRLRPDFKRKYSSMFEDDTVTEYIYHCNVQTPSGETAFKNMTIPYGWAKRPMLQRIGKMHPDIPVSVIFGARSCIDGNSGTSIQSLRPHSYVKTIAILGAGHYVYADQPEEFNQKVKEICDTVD
HTR2A ag: activates the mouse 5-HT2A serotonin receptor. CHO-K1 mHTR2A beta-arrestin complementation, luminescence; percent of 30 µM serotonin response. activation, % at 7.6 µM. 360,000 compounds, 0.66% hits. AID 624169;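 active means activation above a run cutoff, the mean activation of all tested compounds plus 3 SD, cut at about 14% in these data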;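 further: 0% = plate median of compound wells and 100% = 30 µM serotonin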
MC4R barr agon: activates human MC4R beta-arrestin recruitment. AID 540308. U2OS MC4R beta-arrestin complementation, luminescence; percent of melanotan II response, DMSO zero. activation, % at 8.9 µM. P32245. 360,000 compounds, 0.98% hits;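 active means activation above a per-plate cutoff, the mean activation of sample wells on that plate plus 3 SD, cut at about 8% in these data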
Cardio protect: myocardial damage modulation in H9c2 cells | protection from H2O2 cell death, % at 20 µM | H9c2 cardiomyocytes, H2O2 injury protection, ATPLite, 2 h | 360,000 compounds, 0.63% hits;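 active means compounds giving at least 50% protection of heart cells from peroxide-induced death in the single-dose screen, raw or plate-pattern-corrected value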;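 further: 0% = DMSO wells with peroxide and 100% = DMSO wells without peroxide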
Granule exo inh: blocks lytic granule exocytosis; AID 651702; TALL-104 LAMP-1 surface exposure, flow cytometry; cells stimulated with thapsigargin and PMA; inhibition, % at 10 µM; 360,000 compounds, 0.66% hits;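 active means inhibition above about 55%, limit read from the data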
MC4R antagonist: blocks human MC4R cAMP signaling; AID 540295; 360,000 compounds, 0.48% hits; MC4R-expressing cells, MTII-stimulated cAMP, LANCE TR-FRET; inhibition, % at 6.5 µM; P32245;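 active means inhibition above its plate's cutoff, the mean of tested wells on that plate plus 3 SD, cut at about 29% in these data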;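 further: 0% = Melanotan II alone and 100% = Melanotan II plus saturating MCL0020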
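Material – human MC4R-expressing U2OS cells · Repeats – no replicates · Detection – TR-FRET with Eu-cAMP and labeled anti-cAMP, 671 nm · Times – compound 30 min, challenge 1 h, detection 1 h · Compound – single nominal compound dose of 6.5 µM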
Active calls of the source: *. Compounds as they come. About 4.5% of those tested had a hit in this group.

`Cc1ccccc1NC(=O)CSc1nccn1Cc1ccco1` gave ABCB6 inh 2 86, hiPSC survival -1.7, N-glyco inh 0, aDG glyco act 0.4, ABHD5-PLIN5 inh 16, HTR2A ag 11, MC4R barr agon 2.8, Cardio protect -3, Granule exo inh -1 and MC4R antagonist 11.
O=C(Nc1ccc(Br)c(C(F)(F)F)c1)c1ccccc1 was read as ABCB6 inh 2 98, hiPSC survival 1.1, N-glyco inh -6, aDG glyco act 0.7, ABHD5-PLIN5 inh -15, HTR2A ag 0, MC4R barr agon 0.9, Cardio protect -11, Granule exo inh 8 and MC4R antagonist 4.
For COCCNCC(=O)Nc1ccc(OC(F)(F)F)cc1 the results were ABCB6 inh 2 102, hiPSC survival -0.4, N-glyco inh 1, aDG glyco act -0.2, ABHD5-PLIN5 inh 4, HTR2A ag 1, MC4R barr agon 3.5, Cardio protect 0, Granule exo inh 4 and MC4R antagonist 14.
Cc1cc(C)c(O)c(-c2n[nH]c3c2C(c2cccc(O)c2)N(Cc2ccco2)C3=O)c1 (stereo not drawn) was read as ABCB6 inh 2 101, hiPSC survival 2.7, N-glyco inh -2, aDG glyco act 1.5, ABHD5-PLIN5 inh -6, HTR2A ag 99*, MC4R barr agon 7.9, Cardio protect -18, Granule exo inh 0 and MC4R antagonist 14.
`O=[N+]([O-])c1cccc(C2CC(c3ccccc3)=NN2c2ccccc2)c1` (stereo not drawn) gave ABCB6 inh 2 100, hiPSC survival -0.1, N-glyco inh -4, aDG glyco act -0.4, ABHD5-PLIN5 inh 8, HTR2A ag 0, MC4R barr agon -1.6, Cardio protect 1, Granule exo inh -1 and MC4R antagonist 2.
For CCOc1ccc(OCC)c(NC(=O)CSc2nc3ccccc3c(=O)n2C)c1 the results were ABCB6 inh 2 93, hiPSC survival -0.4, N-glyco inh -5, aDG glyco act 2.4, ABHD5-PLIN5 inh -9, HTR2A ag 2, MC4R barr agon 1.4, Cardio protect -12, Granule exo inh 3 and MC4R antagonist 7.
`CCc1nnc(N/N=C\c2ccc(OC(C)=O)c(OC)c2)n1N` gave ABCB6 inh 2 100, hiPSC survival -0.5, N-glyco inh 0, aDG glyco act 0.1, ABHD5-PLIN5 inh -19, HTR2A ag 7, MC4R barr agon 0.6, Cardio protect -3, Granule exo inh -1 and MC4R antagonist -7.
Cc1cc(C)c(S(=O)(=O)Nc2cccc3nsnc23)c(C)c1 was read as ABCB6 inh 2 94, hiPSC survival 1.4, N-glyco inh -4, aDG glyco act -0.3, ABHD5-PLIN5 inh -16, HTR2A ag -1, MC4R barr agon 2.0, Cardio protect -12, Granule exo inh -2 and MC4R antagonist 6.
`Cc1cccc(NC(=O)C2CCCN(S(=O)(=O)c3ccc4c(c3)oc(=O)n4C)C2)c1` (stereo not drawn) gave ABCB6 inh 2 95, hiPSC survival -0.7, N-glyco inh -1, aDG glyco act 0.1, ABHD5-PLIN5 inh -1, HTR2A ag 9, MC4R barr agon -1.3, Cardio protect -3, Granule exo inh -5 and MC4R antagonist 2.
For CNC(=O)N(O)C1N(C)C(=O)N(Cc2ccccc2)C1(C)C (stereo not drawn) the results were ABCB6 inh 2 100, hiPSC survival -0.1, N-glyco inh 0, aDG glyco act -0.1, ABHD5-PLIN5 inh -3, HTR2A ag 4, MC4R barr agon 0.7, Cardio protect 1, Granule exo inh -4 and MC4R antagonist 16.
COC(=O)c1ccc(CNC(=O)c2ccc3c(c2)S(=O)(=O)N=C2CCCCCN23)cc1 was read as ABCB6 inh 2 104, hiPSC survival 0.2, N-glyco inh 1, aDG glyco act 0.1, ABHD5-PLIN5 inh 4, HTR2A ag 3, MC4R barr agon 0.2, Cardio protect 3, Granule exo inh 14 and MC4R antagonist 8.
`COC(=O)c1sc(N2CCCCC2)c(C#N)c1N` gave ABCB6 inh 2 95, hiPSC survival -0.4, N-glyco inh 3, aDG glyco act 0.2, ABHD5-PLIN5 inh -8, HTR2A ag 0, MC4R barr agon -2.6, Cardio protect 3, Granule exo inh 2 and MC4R antagonist -3.
COc1cccc(C(=O)C2CCCN(Cc3cn(C)nc3-c3ccccc3)C2)c1 (stereo not drawn) was read as ABCB6 inh 2 88, hiPSC survival -0.8, N-glyco inh 1, aDG glyco act 0.0, ABHD5-PLIN5 inh -3, HTR2A ag -1, MC4R barr agon -1.7, Cardio protect 2, Granule exo inh -1 and MC4R antagonist 7.
Screening Cc1cc(SCc2cccc(C(F)(F)F)c2)nc(=O)[nH]1 returned ABCB6 inh 2 105, hiPSC survival 0.0, N-glyco inh 1, aDG glyco act 0.2, ABHD5-PLIN5 inh -6, HTR2A ag 4, MC4R barr agon -2.4, Cardio protect -7, Granule exo inh -1 and MC4R antagonist 1.
For COc1cccc(CNCC2CCCO2)c1 (stereo not drawn) the results were ABCB6 inh 2 109, hiPSC survival 1.4, N-glyco inh 2, aDG glyco act 0.0, ABHD5-PLIN5 inh -3, HTR2A ag 2, MC4R barr agon 0.2, Cardio protect -3, Granule exo inh -2 and MC4R antagonist 23.
`O=C1c2ccccc2-c2ccc(C(=O)N3CCCCC3)cc21` gave ABCB6 inh 2 84, hiPSC survival -0.1, N-glyco inh 0, aDG glyco act 0.1, ABHD5-PLIN5 inh 7, HTR2A ag -3, MC4R barr agon 1.3, Cardio protect -1, Granule exo inh 0 and MC4R antagonist -1.
COc1ccc(CC(=O)NCc2nnc(SCC(=O)Nc3cccc(F)c3)n2C)cc1 was read as ABCB6 inh 2 101, hiPSC survival -0.3, N-glyco inh 3, aDG glyco act 0.0, ABHD5-PLIN5 inh 2, HTR2A ag 2, MC4R barr agon -0.9, Cardio protect -8, Granule exo inh -2 and MC4R antagonist 8.
For COC(=O)CCCC[C@@H]1SC[C@@H](NC(=O)OC)[C@@H]1NC(=O)OC the results were ABCB6 inh 2 89, hiPSC survival -2.4, N-glyco inh 2, aDG glyco act 0.2, ABHD5-PLIN5 inh -1, HTR2A ag 6, MC4R barr agon -2.1, Cardio protect 2, Granule exo inh -1 and MC4R antagonist -4.
For CC(=O)C[C@H](O)CC(=O)[C@@H]1OC(=O)[C@@H](C)C/C=C\Cc2ccccc21 the results were ABCB6 inh 2 98, hiPSC survival 2.7, N-glyco inh 0, aDG glyco act -0.1, ABHD5-PLIN5 inh -5, HTR2A ag 2, MC4R barr agon 1.3, Cardio protect 5, Granule exo inh 0 and MC4R antagonist 15.
For CCOC(=O)CSc1ncc(OC)c(Sc2ccc(Cl)cc2)n1 the results were ABCB6 inh 2 101, hiPSC survival -0.2, N-glyco inh 2, aDG glyco act 0.3, ABHD5-PLIN5 inh 6, HTR2A ag 0, MC4R barr agon -2.0, Cardio protect 14, Granule exo inh -1 and MC4R antagonist -6.
C/C(=N\NC(=O)C(c1ccccc1)c1ccccc1)c1ccc(O)cc1 was read as ABCB6 inh 2 98, hiPSC survival -0.3, N-glyco inh -1, aDG glyco act -0.2, ABHD5-PLIN5 inh 5, HTR2A ag 7, MC4R barr agon 0.3, Cardio protect -1, Granule exo inh 2 and MC4R antagonist -3.
Screening NC(=O)CC(O)c1cccc(Cl)c1 (stereo not drawn) returned ABCB6 inh 2 95, hiPSC survival -1.9, N-glyco inh 2, aDG glyco act 0.0, ABHD5-PLIN5 inh 1, HTR2A ag -4, MC4R barr agon -0.2, Cardio protect 2, Granule exo inh 2 and MC4R antagonist 2.
`Cc1ccc(CNC(=O)Cn2nnc(C(=O)Nc3ccc(Br)cc3)c2N)cc1` gave ABCB6 inh 2 99, hiPSC survival -0.5, N-glyco inh 1, aDG glyco act 0.1, ABHD5-PLIN5 inh -8, HTR2A ag 1, MC4R barr agon -2.5, Cardio protect 4, Granule exo inh -1 and MC4R antagonist 9.
CC1CC(C)CN(CCC(=O)Nc2cccc(Cl)c2)C1 (stereo not drawn) was read as ABCB6 inh 2 99, hiPSC survival -1.2, N-glyco inh -2, aDG glyco act 0.2, ABHD5-PLIN5 inh 4, HTR2A ag 0, MC4R barr agon 2.8, Cardio protect -10, Granule exo inh 0 and MC4R antagonist 2.
For COc1ccc(N(CC(=O)N/N=C/c2ccc(C(=O)O)cc2)S(=O)(=O)c2ccc(NC(C)=O)cc2)cc1 the results were ABCB6 inh 2 93, hiPSC survival 0.1, N-glyco inh 0, aDG glyco act -0.1, ABHD5-PLIN5 inh 0, HTR2A ag -2, MC4R barr agon -1.0, Cardio protect -3, Granule exo inh -5 and MC4R antagonist 4.
CCCCN(Cc1cc2ccccc2[nH]c1=O)S(C)(=O)=O was read as ABCB6 inh 2 90, hiPSC survival -2.7, N-glyco inh 2, aDG glyco act 0.0, ABHD5-PLIN5 inh 2, HTR2A ag -2, MC4R barr agon -1.6, Cardio protect -2, Granule exo inh -2 and MC4R antagonist -2.
Screening COc1ccc2c(c1)C(C1=C(O)CC(C)(C)CC1=O)C1=C(CC(C)(C)CC1=O)O2 (stereo not drawn) returned ABCB6 inh 2 93, hiPSC survival -2.1, N-glyco inh 3, aDG glyco act 0.1, ABHD5-PLIN5 inh 1, HTR2A ag 5, MC4R barr agon -0.1, Cardio protect 3, Granule exo inh -3 and MC4R antagonist 15.
`COc1ccc(C(=O)/C=C/Nc2ccc([N+](=O)[O-])cc2C)c(OC)c1` gave ABCB6 inh 2 109, hiPSC survival -2.1, N-glyco inh 3, aDG glyco act 0.2, ABHD5-PLIN5 inh -2, HTR2A ag -3, MC4R barr agon 0.7, Cardio protect 0, Granule exo inh 0 and MC4R antagonist -1.
`COc1ccc2c(c1)C[C@]1(C)c3ccccc3C(=O)N(Cc3ccccc3)[C@H]21` gave ABCB6 inh 2 100, hiPSC survival 0.7, N-glyco inh -3, aDG glyco act -0.3, ABHD5-PLIN5 inh -9, HTR2A ag 1, MC4R barr agon -0.6, Cardio protect -6, Granule exo inh -2 and MC4R antagonist 1.
Screening COC(=O)CCCNS(=O)(=O)c1ccc2ccccc2c1 returned ABCB6 inh 2 102, hiPSC survival 2.5, N-glyco inh -1, aDG glyco act -0.1, ABHD5-PLIN5 inh 1, HTR2A ag 3, MC4R barr agon 1.1, Cardio protect -6, Granule exo inh 2 and MC4R antagonist 5.

Three compounds out of the list, sorted by SMILES length, high to low:
`Cc1ccc(CNC(=O)Cn2nnc(C(=O)Nc3ccc(Br)cc3)c2N)cc1` gave ABCB6 inh 2 99, hiPSC survival -0.5, N-glyco inh 1, aDG glyco act 0.1, ABHD5-PLIN5 inh -8, HTR2A ag 1, MC4R barr agon -2.5, Cardio protect 4, Granule exo inh -1 and MC4R antagonist 9.
Screening COC(=O)CCCNS(=O)(=O)c1ccc2ccccc2c1 returned ABCB6 inh 2 102, hiPSC survival 2.5, N-glyco inh -1, aDG glyco act -0.1, ABHD5-PLIN5 inh 1, HTR2A ag 3, MC4R barr agon 1.1, Cardio protect -6, Granule exo inh 2 and MC4R antagonist 5.
`COC(=O)c1sc(N2CCCCC2)c(C#N)c1N` gave ABCB6 inh 2 95, hiPSC survival -0.4, N-glyco inh 3, aDG glyco act 0.2, ABHD5-PLIN5 inh -8, HTR2A ag 0, MC4R barr agon -2.6, Cardio protect 3, Granule exo inh 2 and MC4R antagonist -3.

Assay outcomes: PubChem BioAssay, several laboratories
